# Source: PubChem BioAssay
# KCNH2 WT inh – inhibitors of human wildtype KCNH2 potassium channel; Q12809; U2OS, BacMam KCNH2, thallium flux FluxOr; hits give low values; activity change, % at 1.84 µM; actives 0.37% (n = 340,000);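 active means maximum activity change below -70%; inconclusive means maximum activity change between -70% and -50%; inactive means maximum activity change above -50%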; further: on the % scale 0 is the no-effect control and ±100 the full control effect
# Target sequence (Q12809 whole entry, looked up): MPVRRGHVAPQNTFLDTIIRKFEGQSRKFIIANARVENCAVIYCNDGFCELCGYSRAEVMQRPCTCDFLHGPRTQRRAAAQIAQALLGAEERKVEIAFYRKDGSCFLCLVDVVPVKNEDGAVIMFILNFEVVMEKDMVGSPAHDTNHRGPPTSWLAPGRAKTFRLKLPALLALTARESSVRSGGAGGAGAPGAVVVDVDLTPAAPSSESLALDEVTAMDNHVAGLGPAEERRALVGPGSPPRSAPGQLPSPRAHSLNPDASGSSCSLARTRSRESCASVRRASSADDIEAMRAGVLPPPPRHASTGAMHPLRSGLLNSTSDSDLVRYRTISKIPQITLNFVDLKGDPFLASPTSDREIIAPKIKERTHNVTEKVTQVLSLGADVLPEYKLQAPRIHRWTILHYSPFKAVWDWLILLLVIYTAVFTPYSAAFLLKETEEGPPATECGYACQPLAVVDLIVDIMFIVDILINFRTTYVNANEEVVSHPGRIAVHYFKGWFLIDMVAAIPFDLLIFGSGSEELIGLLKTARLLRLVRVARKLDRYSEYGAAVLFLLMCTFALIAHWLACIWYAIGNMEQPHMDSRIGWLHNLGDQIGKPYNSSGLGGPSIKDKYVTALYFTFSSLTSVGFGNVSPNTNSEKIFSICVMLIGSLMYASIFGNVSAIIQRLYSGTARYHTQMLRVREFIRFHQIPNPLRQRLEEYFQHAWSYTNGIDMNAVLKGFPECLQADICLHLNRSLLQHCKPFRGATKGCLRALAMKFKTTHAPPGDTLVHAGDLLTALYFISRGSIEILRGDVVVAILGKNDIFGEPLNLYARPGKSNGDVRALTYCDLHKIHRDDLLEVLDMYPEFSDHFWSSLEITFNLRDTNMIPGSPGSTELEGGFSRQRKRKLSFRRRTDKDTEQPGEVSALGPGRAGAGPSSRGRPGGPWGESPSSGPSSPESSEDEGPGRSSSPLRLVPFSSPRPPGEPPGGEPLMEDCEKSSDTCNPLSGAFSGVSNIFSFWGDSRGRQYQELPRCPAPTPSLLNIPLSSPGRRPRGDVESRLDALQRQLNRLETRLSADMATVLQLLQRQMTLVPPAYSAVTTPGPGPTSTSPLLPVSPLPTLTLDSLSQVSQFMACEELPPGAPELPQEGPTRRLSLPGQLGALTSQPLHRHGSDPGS
#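 U2OS cells were transduced with wild-type KCNH2 virus (2.03 x 10^8 / mL) for 4 h at room temperature, then cultured overnight at 37 C. Thallium flux was read with FluxOr dye. Rate constants were normalized to DMSO controls.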
# USP2a inh – USP2a (human) protease inhibition; Potency, µM (top dose mostly 38.3 µM), for the others: at the highest dose activity change, negative = inhibition, actives largely listed as inhibitors; actives 0.01% (n = 330,000); USP2 core, Ub-CHOP2 coupled fluorogenic reporter, 485/531; O75604;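 further: potency means the concentration at half of the fitted maximal effect; plate controls were DMSO wells for no effect and full inhibition by NEM control for full effect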
#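 Deubiquitinase activity read as fluorescence (485/531 nm) after Ub-CHOP2 cleavage activates the enterokinase reporter on its substrate; USP2 core 10nM, Ub-CHOP2 and substrate 25nM each, 30min compound preincubation then 60min RT; data normalized to NEM, curves fitted.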
# Mito fusion act – mitochondrial division inhibition or fusion activation. S. cerevisiae fusion-defective mutant growth rescue, CellTiterGlo 48 h. Potency, µM (series often up to 46.1 µM), for inactives: top-dose growth rescue (activation), usual class: activators. actives 0.23% (n = 320,000). AID 485298;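 further: potency means the concentration at half of the fitted maximal effect; % of control where 0% means no effect; nearly all actives have a fitted effect of over 45% in size; temperature-sensitive fusion mutants such as fzo1-1 at 37 °C on non-fermentable ethanol glycerol medium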
#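 Growth-rescue viability read-out: after 48 h at the non-permissive 37C in glycerol/ethanol YPEG, yeast mitochondrial fusion mutants are measured by CellTiterGlo luminescence; compounds (23 nl pinned per well) restoring growth score as division inhibitors or fusion activators.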
# ELG1 repair inh – ELG1-dependent DNA repair inhibition; Potency, µM (doses to about 46.1 µM), for inactives: at the highest dose activity change, negative = inhibition, hits mostly inhibitors; HEK293T ELG1-luciferase reporter, luminescence, 16 h; DNA damage induced by 5-fluorouridine; AID 504467; actives 2.3% (n = 330,000); further: potency means the concentration at half of the fitted maximal effect; on the % scale 0 is the no-effect control and ±100 the full control effect; nearly all actives have a fitted effect of over 55% in size
#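 Luminescence from the luciferase reporter, measured 30 min after ONE-Glo reagent at room temperature, was the read-out. Beforehand, 2,000 cells per well were exposed for 16 hr at 37 °C to 5-fluorouridine together with compound or vehicle.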
# TSHR antag – blocks TSH signaling through the human TSH receptor; P16473; TSHR-expressing cells, TSH-stimulated cAMP HTRF, 2 h; hits give low values; activity change, negative = inhibition, % at 11.5 µM; actives 0.2% (n = 330,000); AID 504810;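 active means activity change below a set negative limit, meaning inhibition stronger than a set level, cut at about -70% in these data; inconclusive means activity change between two set negative limits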; further: on the % scale 0 is the no-effect control and ±100 the full control effect
#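 Freshly harvested TSHR cells receive pin-tooled compound, then EC80 TSH at 4nM final. After 2 hours at 37 deg C, antibody in lysis buffer and cAMP-d2 are added; 30 minutes at ambient temperature precede the HTRF read.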
# AT treatment – candidate therapy for ataxia-telangiectasia | […] A-T fibroblasts, KAP-1 phosphorylation AlphaLISA; neocarzinostatin DNA damage 30 min before lysis | Potency, µM (highest dose often 57.5 µM), without a hit: at the top dose activation, actives largely listed as activators | actives 0.19% (n = 320,000); further: potency means the concentration at half of the fitted maximal effect; % of control where 0% means no effect; nearly all actives have a fitted effect of over 45% in size
#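 hTERT-immortalized A-T patient fibroblasts ([…]), 500 cells/well in OPTI-MEM, 1% FBS, got compounds for 60 min, then NCS for 30 min at 37C. Lysates were then assayed for phospho-KAP-1 by AlphaLISA (anti-pKAP1 donor, anti-KAP1 acceptor beads), 6 hr at 25C.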
# TCR act – T cell receptor activation; Potency, µM (top dose mostly 9.22 µM), for the others: top-dose activation of IL-2 secretion, most hits filed as activators; primary human leukocytes, anti-CD3, IL-2 HTRF, 48 h; 330,000 tested, under 10 active; further: % of control where 0% means no effect
#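 TCR engagement came from a-CD3 beads alone, with compounds added to primary human leukocytes for 48 hr. Secreted IL-2 bridged europium cryptate- and d2-labelled anti-IL-2 antibodies, giving FRET emission at 665nm after 320nm excitation.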
# Eya2 phos inh – inhibitors of human Eya2 phosphatase activity. O00167. actives 0.006% (n = 330,000). Potency, µM (doses to about 76.9 µM), inactives show top-dose activity, negative = inhibition, hits mostly inhibitors. recombinant Eya2, OMFP fluorescence dephosphorylation (OMFP is methylfluorescein phosphate); further: potency means the concentration at half of the fitted maximal effect; on the % scale 0 is the no-effect control and ±100 the full control effect
#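 Eya2 (0.2 uM) preincubated 10 min at ambient with compound, then OMFP substrate added at 50 uM; 10 min reaction in 50 mM HEPES pH 7.5, 50 mM NaCl, 5 uM MgCl2, 0.05% BSA, 1 mM DTT. Fluorescence read at Ex 485/Em 525 nm.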
# KCNH2 3.1 inh – inhibitors of human KCNH2 3.1 potassium channel isoform | U2OS KCNH2 3.1, thallium flux FluxOr; hits give low values | activity change, % (tested at about 1.8 µM) | actives 0.95% (n = 340,000) | AID 720553;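 active means maximum activity change below -70%; inconclusive means maximum activity change from -70% to -50%; inactive means maximum activity change above -50%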;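 further: thallium influx rate constant from kinetic fluorescence after stimulation buffer; on the % scale 0 is the no-effect control and ±100 the full control effect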
#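 Thallium flux read-out: FluxOr dye with Red40 quencher in HBSS/HEPES, 45 min at RT. Rate constants from kinetic reads were normalized to positive and negative DMSO controls. Cells: U2OS virally expressing the 3.1 isoform.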
# TRPV1 agonist – activates the human vanilloid receptor TRPV1 | Q8NER1 | TRPV1-expressing cells, Fluo-8 calcium influx, agonist mode | activation, % at 8.33 µM | actives 0.19% (n = 320,000) | AID 540275; in the data active means activation above about 80%; inconclusive means between about 30% and that limit; further: 0% is about no effect
#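 Fluo-8 calcium influx in TRPV1-expressing cells, kinetic read (ex 480/em 520 nm). Compound added and read 3 min for agonist activity, followed by capsaicin at EC20 final and 2 min further read for enhancement.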
# * marks the source's active call; other numbers are inactive results; ? = inconclusive; nt = not tested or not shown; [ ] = dose if it differs, or a comment. Unless noted, the call rests on the fitted dose curve; in most records, active means well fitted curve in the direction sought with a large enough effect; inconclusive means small, poorly fitted or top-dose-only effect, or another doubt; inactive means no such curve, though single readings can be large; an effect the other way counts as inactive or inconclusive. The list is partial; the hit share may differ from the screen's.
SMILES,KCNH2 WT inh,USP2a inh,Mito fusion act,ELG1 repair inh,TSHR antag,AT treatment,TCR act,Eya2 phos inh,KCNH2 3.1 inh,TRPV1 agonist
C/C(=N\NC(=O)Cc1c(F)cccc1Cl)c1cccnc1,-2,1%,0%,1%,-1,3%,1%,6%,4,-1
O=C(c1cccc(Br)c1)c1cn(-c2ccccc2)nc1C(=O)c1ccccc1,-4,0%,8%,?,-7,4%,-4%,7%,-26,?
CN(C)c1ccc2nsnc2c1[N+](=O)[O-],5,0%,0%,-10%,-3,0%,0%,12%,-2,0
CCOc1ccc(OCCC(=O)N(CC)CC(=O)Nc2ccccc2C(F)(F)F)cc1,5,6%,-6%,3%,13,8%,0%,-21%,-4,2
O=C(c1ccco1)N1CCN(S(=O)(=O)c2ccc(Br)s2)CC1,-24,0%,-1%,?,nt,5%,-2%,-14%,1,2
Cc1ccc(C(=O)c2c(NC(=O)c3cccnc3)sc3c2CCCC3)cc1,13,-2%,6%,7%,0,2%,1%,12%,3,29
Fc1cccc(C2NC(=S)NC3=C2N2CCC3CC2)c1 (centres undefined),-7,3%,-2%,?,6,-5%,3%,-10%,20,4
COC(=O)c1cccc(NC(=O)c2ccc[n+]([O-])c2)c1,7,-1%,0%,25%,-2,-10%,-1%,1%,17,2
Cc1cc(N2CCC(C(=O)NC3CC3)CC2)nc(-c2ccccc2)n1,5,?,-1%,?,-2,2%,2%,1%,-13,?
O=C(C[N+]1(CC#Cc2ccccc2)CCOCC1)c1ccccc1,-11,-3%,6%,-9%,12,-2%,-6%,4%,0,-4
Cn1cnnc1SCC(=O)Nc1c(F)cc(F)cc1Br,-6,2%,-3%,24%,4,nt,-2%,5%,9,2
CC(C)(C)c1ccccc1OCCOCCNCc1ccccc1,0,-1%,-16%,0%,12,6%,1%[46.1 µM],-4%,17,22

# Ordered by the number under Eya2 phos inh (falling): some entries from above
compound,Eya2 phos inh
Cn1cnnc1SCC(=O)Nc1c(F)cc(F)cc1Br,5%
CC(C)(C)c1ccccc1OCCOCCNCc1ccccc1,-4%
CCOc1ccc(OCCC(=O)N(CC)CC(=O)Nc2ccccc2C(F)(F)F)cc1,-21%

# Following part.
SMILES,KCNH2 WT inh,USP2a inh,Mito fusion act,ELG1 repair inh,TSHR antag,AT treatment,TCR act,Eya2 phos inh,KCNH2 3.1 inh,TRPV1 agonist
COc1ccc(C2C3=C(CCCC3=O)Nc3nc(SCc4ccc(C(=O)O)cc4)nn32)cc1OC (centres undefined),-13,-1%,2%,-1%,-8,2%,4%,-2%,3,-2
CCCCn1c(SCC(=O)c2cc(OC)ccc2OC)nc2cc(S(N)(=O)=O)ccc21,3,-4%,4%,8%,-5,-2%,1%,-8%,-28,?
N#C/C(=C(/O)COc1ccccc1)c1nnc2n1CCCCC2,-11,0%,25%,-1%,49,3%,1%,1%,4,1
Cc1ccc(-c2nc(C(=O)NCCCN(C)C)cc3c2[nH]c2ccccc23)cc1,3,-2%,-1%,15%,1,-20%,4%,-21%,4,0
O=C(NNC(=S)NC(=O)c1ccccc1[N+](=O)[O-])c1ccccc1,-5,2%,1%,-4%,-3,nt,-7%[46.1 µM],-2%,-6,-5
CC(C)CNC(=O)c1c(F)c(F)c(F)c(F)c1F,-8,0%,-2%,19%,10,-15%,2%,-2%,15,14
Cc1cc(C)n(C(=O)C(C)N2C(=O)c3ccccc3C2=O)n1 (centres undefined),3,-1%,-8%,4%,-1,5%,6%,-4%,1,1
COC(=O)c1sc2ccccc2c1NC(=O)c1ccc(S(=O)(=O)N2CCCCC2)cc1,0,1%,0%,-15%,-5,7%,-5%[46.1 µM],5%,-2,18
COc1ccc(C(=O)Nc2nncs2)cc1S(=O)(=O)N1CC(c2ccccc2)CC1=O (centres undefined),2,-1%,1%,-2%,-4,5%,0%,14%,-2,nt
CC(C)CC(=O)N1CCN(Cc2ccc3ccccc3c2)CC1,3,3%,2%,-18%,2,3%,3%,-8%,28,0
O=[N+]([O-])c1cccc(NC(=S)Nc2nc(-c3ccc(Cl)cc3Cl)cs2)c1,nt,0%,-3%,11%,-44,12%,nt,-11%,nt,25
CCOc1ccc(CN(C)C(=O)c2cccnc2SC)cc1OC,1,2%,0%,2%,8,6%,-14%,8%,12,-2
COc1ccc(Nc2ncccc2C(=O)NCc2ccccc2)cc1,0,0%,11%,-1%,8,-6%,6%,5%,1,6
CN1C(=O)CC(c2ccccc2)C1=O (centres undefined),-2,2%,-7%,8%,14,-1%,-3%,3%,6,-2
Cc1ccc(NNC(=O)c2cc(C(C)(C)C)nn2Cc2ccccc2)cc1,-9,0%,-3%,?,-1,-2%,-3%,-4%,-8,nt
O=C(Cn1cnc2c(cnn2-c2ccc(F)cc2)c1=O)NCC1CCCO1 (centres undefined),12,-1%,1%,-4%,-8,-3%,-4%,1%,-1,0
Cc1cc(C)c(C#N)c(SC(F)F)n1,10,0%,-3%,-2%,3,3%,-4%,7%,10,-3
O=C(CCN1CCN(C/C=C/c2ccccc2)CC1)Nc1ccccc1F,-49,0%,1%,-2%,14,-1%,-3%[46.1 µM],5%,-102*,-3
COc1ccc(NC(=O)CN(C)C(=O)c2cc(-c3ccncc3)nc3ccccc23)cc1,-2,0%,1%,?,-7,-2%,-2%,-1%,10,-4
CNC(=O)Cn1nc(-c2ccc(Cl)cc2)c2ccccc2c1=O,-1,1%,-5%,0%,-2,-2%,-2%,5%,8,-2
CCOC(=O)c1c(/N=C/C2C(=O)CC(C)(C)CC2=O)sc2c1CCCC2,-9,0%,2%,1%,-5,-2%,2%,-8%,20,3
c1ccc(CNc2ncnc3c2cnn3-c2ccccc2)cc1,-5,-1%,2%,?,-16,3%,-1%,0%,-7,6
Cc1ccc(S(=O)(=O)c2ccc(Cl)cc2)cc1S(=O)(=O)N1CCOCC1,-13,3%,-20%,?,-22,-10%,1%,-7%,-13,1
O=C(Nc1ccccc1N1CCCC1)c1ccccc1F,-3,1%,6%,17%,-6,15%,4%,-2%,-11,?
CN(C)c1ccc(C=Nc2ccc(N(C)C)cc2)cc1,-8,5%,-6%,?,-39,-5%,?,6%,-11,0
CN(C)c1ccc(C(CNC(=O)COc2ccc(Cl)cc2)N2CCCC2)cc1 (centres undefined),13,1%,-4%,8%,-1,-2%,1%,1%,-25,18
COc1ccccc1-c1nnc(NC(=O)c2ccc(S(=O)(=O)N3CCCC3)cc2)o1,-17,-2%,0%,-4%,-28,-12%,0%,1%,-8,-3
COC(=O)c1c(NC(=O)C(C)(C)C)sc2c1C(C(=O)OC)CC2 (centres undefined),-1,1%,3%,?,-5,?,0%,4%,2,-4
O=C(O)C1CC=CCC1C(=O)Nc1ccccc1Cl (centres undefined),-3,3%,-2%,?,-6,1%,4%,4%,5,-4
COc1cc(Cl)cc(C=O)c1OCC(=O)O,6,1%,-2%,8%,-10,0%,-7%,6%,5,3
CC(C)OCCCn1c(SCC(=O)N2CCc3ccccc32)nc2ccccc2c1=O,17,-1%,-2%,-14%,-10,0%,0%[46.1 µM],-5%,-3,17
CCC(=O)c1ccccc1OCCN1CCN(CC)CC1,nt,1%,2%,-4%,-4,-2%,3%,9%,-5,-4
Cc1c(C(=O)N/N=C/C(C)C)[nH]c2c([N+](=O)[O-])cccc12,4,2%,-2%,-4%,-16,-8%,-1%[46.1 µM],6%,1,-1
COc1ccc(C(C)(C)C)cc1NC(=O)COC(=O)c1nc2nccc(C)n2n1,0,1%,5%,13%,8,-4%,-2%,-6%,-6,-1
COc1ccc(-c2ccc(SCC(=O)NC3CCCCC3)nn2)cc1OC,-16,2%,-19%,?,8,-4%,12%,6%,6,8
CCOc1ccc(/C(O)=C2/C(=O)C(=O)N(CC3CCCO3)C2c2cccs2)cc1 (centres undefined),6,-2%,-4%,1%,16,1%,5%[46.1 µM],4%,1,2
COc1ccccc1N1CCN(C(=O)c2nn(C)c3c2CS(=O)(=O)c2ccccc2-3)CC1,0,3%,6%,-1%,-5,-7%,10%,-6%,1,0
CC1Cc2ccccc2N1C(=O)CSc1nn2c(=O)c(C(C)(C)C)nnc2s1 (centres undefined),-3,3%,22%,4%,1,-3%,1%,-16%,0,2
CCOC(=O)c1nnc(-c2cccs2)nc1NC(C)C,-9,-1%,7%,-6%,-12,-4%,-7%,-5%,21,29
CCOC(=O)COc1ccc(S(=O)(=O)NC2CC2)cc1,10,-1%,6%,9%,-6,0%,nt,8%,-2,0
CCN(CC)C(=O)c1nc[nH]c1C(=O)N1CCc2ccccc2C1,nt,0%,-7%,6%,-8,1%,-1%,13%,nt,3
O=C(O)c1cccc(S(=O)(=O)Nc2cc(Cl)ccc2Cl)c1,9,1%,4%,?,-3,27%,5%,0%,-3,-4
CCN(CC)CCOC(=O)c1ccc(N/C=C(/C#N)c2nc(-c3ccc(OC)c(OC)c3)cs2)cc1,1,2%,-5%,7%,-11,7%,-3%,9%,-9,-1
